# CSN inh = inhibitors of human CSN-mediated cullin deneddylation; 0.38% of 360,000 active; Q92905; inhibition, % at 12.5 µM; AID 651999; Purified CSN, SCF-Nedd8-OG deneddylation, fluorescence polarization;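 active means pattern-corrected inhibition above about 35%, with an unprinted fluorescence ratio check between 0.5 and 1.5, limit read from the data, passing the limit was not always enough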;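 further: 0% = enzyme with substrate and 100% = substrate without enzyme; some results filed as inactive read as strong as hits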
#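 test system = HEK293T-derived human Csn5 enzyme | amount = 0.24 nM Csn5 enzyme, final concentration | medium = Tris/NaCl/DTT buffer, pH 7.5 | schedule = 90 min reaction at room temperature | signal = FP | evaluation = inhibition of Csn5 cleavage, % | compound dosing = single dose of 12.5 µM compound with 0.25% DMSO | probe or stimulus = 10 nM SCFSkp2-Nedd8OG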
# LMPTP block = blocks human LMPTP phosphatase; P24666; recombinant LMPTP-A, OMFP fluorogenic substrate, fluorescence intensity; inhibition, % at 20 µM; 0.22% of 360,000 active; AID 651560;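 active means compounds that cut the enzyme signal by at least half of the control window in the single-dose screen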;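 further: plate controls were DMSO wells with enzyme plus substrate for no effect and substrate without enzyme for full effect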
#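 Test system: LMPTP-A phosphatase enzyme; input: 0.625 nM LMPTP-A final; reagent: OMFP substrate, 400 µM final; compound dosing: 20 µM single dose, 3% DMSO; incubation: 50 min dark incubation at room temperature; measured by: endpoint fluorescence intensity from OMFP dephosphorylation; measure: % inhibition relative to no-enzyme and uninhibited control wells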
# STEP inh = blocks human striatal-enriched tyrosine phosphatase | P54829 | recombinant STEP, OMFP fluorogenic substrate, fluorescence | inhibition, % at 20 µM | 0.25% of 360,000 active | AID 588621;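 active means inhibition at 20 µM, scaled per plate between control wells, above about 37%, limit read from the data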;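 further: 0% = DMSO with enzyme and substrate and 100% = substrate only without enzyme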
#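 System: STEP (striatal-enriched tyrosine phosphatase) enzyme, cell-free; medium: Bis-Tris pH 6.0 buffer with DTT, detergent; dosing: 20 µM, 1% DMSO; times: reaction 20 min, ambient temperature; detection: fluorescence, 480/540 nm; read-out basis: normalized % inhibition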
# DNMT1 inh = inhibitors of human DNMT1; DNMT1 molecular beacon, Hinp1I cleavage, fluorescence; P26358; 0.83% of 360,000 active; AID 588458; inhibition (reported as % activation of signal), % at 10 µM; in the data active means inhibition above about 50%
# Target sequence (P26358 504-1616 limits assumed): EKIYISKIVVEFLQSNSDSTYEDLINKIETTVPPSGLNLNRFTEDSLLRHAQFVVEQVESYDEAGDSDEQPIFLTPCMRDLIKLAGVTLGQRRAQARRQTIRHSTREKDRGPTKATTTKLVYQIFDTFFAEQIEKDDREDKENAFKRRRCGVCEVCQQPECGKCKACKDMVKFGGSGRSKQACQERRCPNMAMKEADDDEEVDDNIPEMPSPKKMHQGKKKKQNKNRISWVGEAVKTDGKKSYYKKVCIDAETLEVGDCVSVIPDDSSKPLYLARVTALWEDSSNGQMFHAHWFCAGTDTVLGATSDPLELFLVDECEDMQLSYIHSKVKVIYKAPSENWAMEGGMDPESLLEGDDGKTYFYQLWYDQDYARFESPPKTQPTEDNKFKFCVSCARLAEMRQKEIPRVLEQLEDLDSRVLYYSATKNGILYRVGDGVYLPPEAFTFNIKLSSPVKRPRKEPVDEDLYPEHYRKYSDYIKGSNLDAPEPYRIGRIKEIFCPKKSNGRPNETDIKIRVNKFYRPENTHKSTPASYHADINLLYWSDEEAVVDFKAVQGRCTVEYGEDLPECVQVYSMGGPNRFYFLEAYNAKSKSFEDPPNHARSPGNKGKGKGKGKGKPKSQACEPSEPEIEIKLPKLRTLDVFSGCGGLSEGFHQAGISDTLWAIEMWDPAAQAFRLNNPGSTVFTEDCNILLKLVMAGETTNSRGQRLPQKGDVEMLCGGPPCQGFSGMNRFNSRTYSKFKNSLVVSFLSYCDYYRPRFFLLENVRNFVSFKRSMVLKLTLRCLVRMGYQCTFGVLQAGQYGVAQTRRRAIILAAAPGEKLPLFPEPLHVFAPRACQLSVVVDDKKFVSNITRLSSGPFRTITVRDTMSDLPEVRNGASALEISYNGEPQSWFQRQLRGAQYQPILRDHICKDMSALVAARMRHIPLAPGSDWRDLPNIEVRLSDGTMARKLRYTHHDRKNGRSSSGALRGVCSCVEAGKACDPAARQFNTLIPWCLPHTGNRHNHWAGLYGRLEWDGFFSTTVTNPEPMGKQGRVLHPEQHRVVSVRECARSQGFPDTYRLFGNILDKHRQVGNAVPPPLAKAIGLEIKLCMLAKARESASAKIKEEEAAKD
# Rpn11 block = Rpn11 (human) deubiquitinase inhibition; 0.59% of 360,000 active; O00487; calls only at 20 µM; human 26S proteasome, Ub4-pepOG fluorescence polarization; 20S core pre-blocked with epoxomicin;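 active means inhibition at 20 µM, scaled to each plate's controls, above about 33%, limit read from the data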
# Scp-1 inhibitor = Scp-1 (human) phosphatase inhibition | 0.88% of 340,000 active | Q9GZU7 | inhibition, % at 20 µM | Recombinant Scp1, phosphopeptide, malachite green phosphate absorbance;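 active means inhibition above about 50% at 20 µM, limit read from the data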;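 further: plate controls were DMSO wells with enzyme for no effect and wells lacking enzyme for full effect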
#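 assay system = SCP-1 phosphatase catalytic domain, residues 76-261 | buffer or medium = 50 mM Tris acetate pH 5.5, 0.005% Tween-20, 10 mM MgCl2 | incubation = enzyme reaction 45 min at room temperature, colour 5 min, stabilisation 30 min | signal = Phosphate-binding colour reagent, absorbance read at 630 nm | measure = % inhibition at 20 µM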
# SUMO1-SIM PPI = SUMO1-SIM interaction modulation; 0.33% of 360,000 active; SUMO1 binding to a labelled peptide, TR-FRET, 1 h; P63165; inhibition, % at 20 µM; in the data active means inhibition above about 37%
# Tb MetRS inh = Trypanosoma brucei MetRS inhibition. 0.4% of 360,000 active. AID 624268. purified T. brucei MetRS, ATP depletion, Kinase-Glo luminescence. inhibition, % at 11.9 µM;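 active means inhibition above a per-plate cutoff of the control wells' mean inhibition plus 3 SD, cut at about 5.5% in these data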;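 further: 0% = DMSO wells median and 100% = median of wells with control inhibitor compound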
#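 System: purified T. brucei MetRS enzyme / Detection: Kinase-Glo luciferase luminescence reporting remaining unconsumed ATP / Medium: HEPES buffer with MgCl2, KCl, DTT, spermine, BSA, pyrophosphatase / Replication: singlicate, one well per compound / Evaluation: percent inhibition relative to median high and low control wells / Schedule: 2 h aminoacylation at 25 °C after 15 min preincubation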
# PABP1 MLLE inh = inhibitors of microRNA-mediated deadenylation, human PABP1 MLLE binding. GST-MLLE / FITC-PAM2 fluorescence polarization. inhibition, % at 20 µM. P11940. 0.36% of 360,000 active; in the data active means inhibition above about 35%, passing the limit was not always enough;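 further: plate controls were DMSO wells with GST-MLLE for no effect and wells lacking GST-MLLE protein for full effect; some results filed as inactive read as strong as hits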
# NadD inh = inhibitors of Staphylococcus aureus NadD. purified NadD enzyme, colorimetric absorbance read-out. inhibition, % at 20 µM. 0.78% of 360,000 active; in the data active means inhibition above about 26%; further: some compounds past the cut are filed as inactive
# Active calls of the source: *; i = inactive; . = not tested or not shown.
SMILES,CSN inh,LMPTP block,STEP inh,DNMT1 inh,Rpn11 block,Scp-1 inhibitor,SUMO1-SIM PPI,Tb MetRS inh,PABP1 MLLE inh,NadD inh
O=C(NN(CC(O)COc1ccccc1)CC(O)COc1ccccc1)c1ccccc1 (stereo not drawn),-3,-0.7,0,1,i,-18,-4,0.0,7,-3
CCCCC(=O)Nc1cccc(NC(=O)CC)c1,-5,-0.9,-4,-1,i,-1,-1,0.4,6,4
N#CCC(=O)N1CCN(C=O)CC1,-7,1.5,0,15,i,4,3,-0.4,0,0
COc1ccc(-c2cc(=O)c3ccc(O)cc3o2)cc1,1,0.9,-2,-3,i,-4,-4,-2.4,23,-4
Cc1ccc(NC(=O)CSc2ncnc3ccccc23)cc1S(=O)(=O)N1CCCCC1,6,1.5,2,-12,i,1,2,0.7,-3,4
C#Cc1cccc(NC(=O)c2ccc(Cl)cc2Cl)c1,7,1.5,0,-5,i,-14,-4,1.7,4,-11
CC(=O)Nc1cc(Cl)c(N=Cc2ccc(O)cc2O)cc1Cl,4,0.4,-1,-17,i,-8,5,0.5,-4,7
CCOC(=O)C1=C(C)OC(N)=C(C#N)C1C1CCCCC1 (stereo not drawn),3,1.4,-15,-3,i,-12,3,-0.5,2,-3
COc1ccc(N2C(=O)C(CC(=O)Nc3ccc(Cl)cc3)N(NC(=O)c3cccc(F)c3)C2=S)cc1 (stereo not drawn),-3,1.1,-2,-2,i,-7,-7,39*,-11,9
O=C(CNC(=O)c1ccccc1F)OCC(=O)N1CCCCC1,-8,-2.7,4,2,i,-3,3,-0.2,-4,-4
Cc1cc(/C=N/NC(=O)c2ccccc2F)c(C)n1-c1ccccc1,0,-0.7,-2,-6,i,-6,2,-0.1,-31,21
N#Cc1ccccc1NC(=O)Nc1cccc(Cl)c1,-3,1.1,4,1,i,-10,2,-0.8,-4,-5
COc1ccc(CNCCc2ccccc2)cc1OCC(N)=O,-3,0.2,0,0,i,2,0,-0.4,-1,-6
COc1ccc(C2C(C(=O)c3cccs3)=C(O)C(=O)N2CCN2CCOCC2)c(OC)c1 (stereo not drawn),1,-1.4,-1,-1,i,-16,-5,-0.2,20,-3
COc1ccc(CN2C[C@@H](CO)O[C@@H](n3cnc4c(N5CCN(c6ccccc6)CC5)ncnc43)C2)cc1,1,1.1,-1,-11,i,.,2,-0.2,6,-5
CC(=O)Nc1ccc2c(c1)C(=O)N(c1ccc(C)cc1)C2=O,7,-0.2,0,-3,i,0,-18,-1.1,3,3
CCCCN(C(=O)CSc1nc2ccccc2s1)c1c(N)n(CCCC)c(=O)[nH]c1=O,2,-2.9,-2,-2,i,5,18,-0.3,18,0
CN(C)c1nc(NCc2ccccc2)nc(SCC(=O)Nc2ccccc2Cl)n1,-16,2.8,-2,-8,i,-5,0,1.1,0,3
Cc1nc2c(O)c3c(c(O)c2nc1C)C1C=CC3CC1,2,0.3,0,-7,i,1,-21,-0.2,27,-2
COc1ccc(C(=O)COC(=O)CNS(=O)(=O)c2ccc(C)cc2)cc1,5,0.9,-1,-4,i,-11,-4,-0.2,7,-4
CC(NC(=O)Nc1cccc([N+](=O)[O-])c1)(C(F)(F)F)C(F)(F)F,0,1.6,2,0,i,-7,-15,0.2,-9,-7
O=C(NCc1ccco1)C1CCN(c2ccc(N3CCOCC3)nn2)CC1,1,-0.9,-3,0,i,-7,-11,-0.4,1,-5
Cc1ccc(S(=O)(=O)N2CCN(C(=O)N3CCOCC3)CC2)c(C)c1,2,-0.7,0,6,i,-2,9,-0.2,2,-3
NC(=O)C1CC(=O)N(c2ccc(OCC(=O)Nc3ccccc3F)cc2)C1 (stereo not drawn),-10,-0.9,0,2,i,-5,2,-0.2,8,1
CC1(C)CC(=O)C(C=NCCN2CCN(C(=O)CC3CCCC3)CC2)=C(O)C1,3,-1.4,1,0,i,1,-2,0.0,16,2
CS(=O)(=O)c1ccc(-c2cccc(NC(=O)COc3ccc(Cl)cc3)c2)nn1,3,-1.2,-1,-3,i,1,22,0.0,-15,-3
O=C1NC(NS(=O)(=O)c2ccc(Cl)cc2)(C(F)(F)F)C(=O)N1c1ccccc1 (stereo not drawn),-15,-0.8,1,9,i,-5,1,-0.4,2,-4
C[C@@H]1CC=C[C@H]2[C@H]1C(=O)N(Cc1ccccc1)[C@H]2c1cccc([N+](=O)[O-])c1,-8,1.1,3,4,i,-2,-4,-0.2,3,-4
Cn1c(=N)n(CC(O)c2cccs2)c2ccccc21 (stereo not drawn),2,-0.6,6,-1,i,-5,0,0.3,-4,-1
CN(CC(=O)NCc1cccs1)S(=O)(=O)c1cccc2cccnc12,-6,-1.1,-2,-2,i,-6,4,-0.7,-4,-4
COc1ccc(CCNc2oc(-c3ccc(C)cc3)nc2C#N)cc1OC,-2,1.9,-2,0,i,-7,2,1.5,4,1
CCN(CC)CCOC(=O)c1ccc([N+](=O)[O-])cc1,0,-0.8,-2,1,i,-7,-24,0.3,-7,-3
O=C(N1CCCCC1)C12CC3CC(C1)CC(C(=O)N1CCCCC1)(C3)C2,-2,2.1,-8,-4,i,-2,1,-0.5,12,2
CC(C)CC(=O)N(c1nnc(-c2cccnc2)s1)C1CCCC1,-3,-1.2,1,13,i,3,2,0.7,-3,2
C[N+](=O)C1C(=O)Nc2ccccc21 (stereo not drawn),-4,-0.2,.,.,.,.,-31,-0.7,.,4
CCCCC(=O)NC(Nc1nc(C2CC2)cs1)(C(=O)OCC)C(F)(F)F (stereo not drawn),1,-1.9,-1,1,i,-5,1,-0.1,2,2
O=C(NCC1CCCO1)c1ccc2c(=O)n(Cc3ccco3)c(SCC(=O)N3CCCC3)nc2c1 (stereo not drawn),1,-1.3,-1,2,i,-5,1,-1.0,22,3
CC(C)(C)N1CC(C(=O)O)CC1=O (stereo not drawn),0,0.1,-2,2,i,3,3,-1.8,28,-2
CCCC1OC(c2ccco2)OCC1CC (stereo not drawn),-5,-0.9,2,1,i,1,3,-0.3,7,5
COc1ccc(CC(=O)NNC(=O)c2cc(Cl)ccc2OC)cc1,3,0.3,-1,0,i,2,25,-0.1,-15,-6
COc1ccccc1N1CCN(C(c2cccs2)C(C)NC(=O)c2cccnc2)CC1 (stereo not drawn),5,-0.1,1,-1,i,-9,7,0.5,2,4
C/C(=N\NC(=O)C(N)=O)c1cccc(C(F)(F)F)c1,-19,-1.7,4,5,i,-3,-4,0.1,12,8
Cc1ccccc1C(=O)Oc1ccc(-c2csnn2)cc1,4,0.1,2,-4,i,-21,-2,-0.9,22,-7
COc1ccc(CN(C)C(=O)c2ccc(NC(=O)CC3SC(N4CCCCC4)=NC3=O)cc2)c(OC)c1 (stereo not drawn),1,0.1,-1,5,i,5,0,-0.4,13,4
Cc1ccc(Cl)cc1N1CCN(CC(O)COC(C)C)CC1 (stereo not drawn),-1,-1.8,-4,2,i,-11,-1,-0.5,2,-8

# Random excerpt: 3 entries already listed, in no set order.
SMILES,CSN inh,LMPTP block,STEP inh,DNMT1 inh,Rpn11 block,Scp-1 inhibitor,SUMO1-SIM PPI,Tb MetRS inh,PABP1 MLLE inh,NadD inh
CCCCC(=O)NC(Nc1nc(C2CC2)cs1)(C(=O)OCC)C(F)(F)F (stereo not drawn),1,-1.9,-1,1,i,-5,1,-0.1,2,2
CCCC1OC(c2ccco2)OCC1CC (stereo not drawn),-5,-0.9,2,1,i,1,3,-0.3,7,5
CC(C)CC(=O)N(c1nnc(-c2cccnc2)s1)C1CCCC1,-3,-1.2,1,13,i,3,2,0.7,-3,2

# The listing continues:
SMILES,CSN inh,LMPTP block,STEP inh,DNMT1 inh,Rpn11 block,Scp-1 inhibitor,SUMO1-SIM PPI,Tb MetRS inh,PABP1 MLLE inh,NadD inh
COC(=O)CSc1nc(C2CC2)cc(C(F)(F)F)c1C#N,0,0.0,0,-6,i,0,1,0.0,3,-1
COc1ccc(CC2(CO)CCN(Cc3ccc(NC(C)=O)cc3)CC2)cc1,4,-0.4,-1,2,i,-1,2,-0.9,-2,-2
CC1(C(=O)O)CCC(C(=O)Nc2ccc(S(N)(=O)=O)cc2)C1(C)C (stereo not drawn),-3,-0.5,-4,1,i,-13,3,0.2,5,8
Cc1cc(N/N=C/c2cccc(Br)c2)nc2ccccc12,1,2.9,-1,-5,i,1,7,-0.9,-12,2
COc1ccc(-c2nc(N)n[nH]2)cc1OC,-6,-0.8,-3,0,i,-1,2,-0.8,14,7
CCCc1nc2ccc(Cl)cn2c1Cc1ccc(C)cc1,1,0.7,2,7,i,.,-1,0.5,2,3
COC(=O)c1nc(NC(=O)c2ccc(Br)cc2)n[nH]1,4,0.0,6,1,i,4,3,-0.8,22,-2
Cc1ccc(C(=O)N2CCN(Cc3ccccc3)CC2)o1,3,-1.0,0,3,i,-4,-1,0.2,-12,2
COc1ccccc1N1CCN(C(=O)c2ccc(C(C)(C)C)cc2)CC1,-2,1.8,2,-1,i,-14,-4,-1.9,6,0
Cc1ccc(S(=O)(=O)N2CCOCC2)cc1C(=O)NCc1cccs1,-15,-0.1,1,-5,i,1,-5,-0.2,10,3
O=C(c1ccc2c(c1)C(=O)N(CCCO)C2=O)c1ccc2c(c1)C(=O)N(CCCO)C2=O,-2,-5.4,-4,0,i,2,-16,-1.0,-13,-2
CCCC(C)NC(=O)COc1ccc(S(=O)(=O)c2ccc(OCC(=O)NC(C)CCC)cc2)cc1 (stereo not drawn),-2,-0.8,-3,-4,i,-10,-2,-0.2,-8,1
CCCNC(=S)NNC(=O)c1cc(-c2cccnc2)nc2ccccc12,-3,-1.3,1,2,i,1,-3,-0.7,-16,4
NS(=O)(=O)c1cc(C(=O)NNC(=O)c2ccc3c(c2)OCO3)ccc1Cl,-2,-1.3,-4,2,i,-15,0,-0.3,5,0
CCOC(=O)[C@@H]1[C@H]2COc3ccc(Br)cc3[C@@H]2N2C(=O)N(c3ccc(C)cc3)C(=O)[C@]12C,0,2.3,-1,-6,i,-11,2,-0.1,-6,-4
C=CCC1(C#N)C(SC)=NC2=C(C(=O)CC(C)(C)C2)C1c1ccc(Br)cc1 (stereo not drawn),-4,0.5,-2,-4,i,-7,-3,-0.5,10,1
CCC(=O)NC(=S)Nc1ccc(NC(=O)COc2ccc(Cl)cc2Cl)cc1,-5,2.0,-5,10,i,-14,1,0.6,7,3
